mABHD4 FP = ABHD4 (mouse) inhibition, primary FP screen; Q8VD66; purified mABHD4, FP-Rh probe fluorescence polarization; inhibition, % at 8.92 µM; 370,000 tested, 0.54% active; AID 720543;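 active means inhibition exceeding the mean over every tested compound plus 3 SD, cut at about 30% in these data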;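 further: 0% = plate median of compound wells and 100% = S159A mutant with DMSO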
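Assay system: wild-type mouse ABHD4 protein; compound: single nominal dose of 8.92 µM, 0.89% DMSO final; schedule: 45 min + 60 min at 25 °C; measured by: FP readout, ex 525 nm / em 598 nm; evaluation: % inhibition of FP-Rh probe binding versus controls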
TCR-CD3 inh = inhibitors of human TCR-CD3 interaction. 360,000 tested, 0.37% active. inhibition, % at 9.4 µM. TAMRA-labeled TCR probe fluorescence, biochemical; in the data active means inhibition above about 19%;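 further: recombinant mutant TCR 2C K166C tagged with TAMRA read by polarization; 0% = receptor in buffer alone and 100% = receptor with positive control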
SIAE inh = human SIAE inhibition, primary screen. SIAE FP-Rh probe binding, fluorescence polarization. inhibition, % at 9.66 µM. 370,000 tested, 0.69% active;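 active means inhibition above a cutoff: mean of compounds within the control limits plus 3 SD of those, cut at about 17% in these data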;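 further: 0% = plate median of compound wells and 100% = probe without SIAE protein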
HTRA1 inh = HTRA1 (human) protease inhibition; 340,000 tested, 0.5% active; inhibition, % at 5.96 µM; recombinant HTRA1, FP-rhodamine activity-based probe, fluorescence polarization; Q92743; AID 504803; in the data active means inhibition above about 36%;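 further: 0% = enzyme with DMSO and 100% = wells lacking enzyme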
PG9 Ab binder = PG9 antibody binding by small molecule | inhibition, % at 6.7 µM | TR-FRET gp120-PG9 antibody binding | AID 624416 | 360,000 tested, 0.43% active; in the data active means inhibition above about 8.5%
DDE Tn7 FP inh = disrupts Tn7 cyclic peptide binding to fibrin D-Dimer-E complex; inhibition, % at 8.3 µM; FP displacement of FITC-Tn7 peptide from fibrin DD(E); 0% = median of compound wells per plate; 370,000 tested, 0.13% active; AID 720508;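 active means inhibition above the mean of compounds falling within the control limits plus 3 SD of them, cut at about 14% in these data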;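 further: 0% = plate median of compound wells and 100% = 10 µM Aha-Tn7 peptide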
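Assay system: human fibrin DD(E). Input: DD(E) 2 µM final. Medium: Tris buffer with calcium and detergent, pH 7.8. Compound dosing: single point at 8.3 µM. Timing: 10 min plus 3 h, room temperature. Technique: fluorescence polarization of the labelled Tn7 tracer. Read-out: percent inhibition. Replicates: singlicate testing.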
PRMT1 inh = blocks human protein arginine methyltransferase 1; recombinant PRMT1, activity-based probe fluorescence polarization; inhibition, % at 2.79 µM; 370,000 tested, 1.3% active; AID 652257;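 active means inhibition above about 21% made by adding two undisclosed values, limit read from the data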
Target sequence (Q99873 whole entry, looked up): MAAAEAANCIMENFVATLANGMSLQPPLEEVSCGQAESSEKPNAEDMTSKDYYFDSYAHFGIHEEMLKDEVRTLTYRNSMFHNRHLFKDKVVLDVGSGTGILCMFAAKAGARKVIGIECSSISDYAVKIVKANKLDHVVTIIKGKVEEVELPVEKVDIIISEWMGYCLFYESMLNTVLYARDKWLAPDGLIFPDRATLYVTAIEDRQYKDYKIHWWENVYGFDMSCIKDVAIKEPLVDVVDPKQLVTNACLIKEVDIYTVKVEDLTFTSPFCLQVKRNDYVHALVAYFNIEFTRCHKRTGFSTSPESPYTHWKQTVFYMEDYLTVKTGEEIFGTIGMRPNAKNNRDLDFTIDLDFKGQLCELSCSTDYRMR
TDP2 absorb = TDP2 (human) inhibition, absorbance primary screen; O95551; recombinant TDP2, T5PNP hydrolysis, p-nitrophenol absorbance 415 nm; inhibition, % at 12.8 µM; 370,000 tested, 0.34% active;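 active means inhibition above the mean of all tested compounds plus 3 SD, set per campaign, cut at about 25% in these data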;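 further: 0% = DMSO with enzyme and 100% = buffer with substrate but no TDP2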
Target sequence (O95551 whole entry, looked up): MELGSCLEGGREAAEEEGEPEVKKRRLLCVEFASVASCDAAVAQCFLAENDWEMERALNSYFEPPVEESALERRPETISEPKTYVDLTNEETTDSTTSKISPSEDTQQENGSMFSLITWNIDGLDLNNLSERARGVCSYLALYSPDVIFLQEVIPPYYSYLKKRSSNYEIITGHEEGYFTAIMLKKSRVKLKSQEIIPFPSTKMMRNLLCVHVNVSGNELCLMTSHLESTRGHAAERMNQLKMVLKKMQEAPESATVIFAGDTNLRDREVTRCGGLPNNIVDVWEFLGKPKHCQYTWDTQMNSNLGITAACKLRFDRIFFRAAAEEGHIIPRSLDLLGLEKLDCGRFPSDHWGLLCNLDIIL
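test system = human TDP2 enzyme | input = TDP2 enzyme at 120 nM final | medium = 50 mM Tris-HCl pH 7.5 with Mg2+, KCl, DTT, BSA | also added = T5PNP substrate, 5 mM | times = 2 h at 37 °C | technique = epi absorbance | benchmarks = high control without enzyme, low control DMSO plus TDP2 | replication = each compound tested once, singlicate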
LEDGF integ inh = blocks HIV-1 LEDGF/p75-dependent DNA integration; 370,000 tested, 0.64% active; AID 743269; inhibition, % at 3.7 µM; TR-FRET IN-LEDGF/p75 DNA integration, Eu/Cy5;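 active means inhibition above the screen-wide mean plus 3 SD, cut at about 13% in these data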;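 further: signal is the Cy5 over europium emission ratio at 671 and 618 nm; 0% = plate median of compound wells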
UHRF1 binding = blocks human UHRF1 binding to methylated DNA; AID 687016; inhibition, % at 4.4 µM; 370,000 tested, 0.75% active; Q96T88; UHRF1 binding to methylated oligo, TR-FRET; in the data active means inhibition above about 21%;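 further: UHRF1 SRA domain binding a hemimethylated CpG hairpin DNA probe; 0% = median of test compound wells and 100% = reference inhibitor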
Numbers without * were called inactive; . = no result given.

1	Nn1c(SCC(=O)Nc2ccc(S(N)(=O)=O)cc2)nnc1-c1ccco1
2	Cc1ccc2[nH]c3ccccc3c(=O)c2c1
3	O=C1c2ccccc2NC(c2ccccc2Br)N1CCCN1CCOCC1 (centres undefined)
4	Cc1cc(C)c(S(=O)(=O)NCCn2ccc3ccccc32)c(C)c1
5	COc1nc(Nc2ccc(O)cc2)nc(OC(C(F)(F)F)C(F)(F)F)n1
6	COc1ccc(-c2nnc(SCC(=O)N3CCCC3)o2)cc1
Compound | 1 | 2 | 3 | 4 | 5 | 6
PG9 Ab binder | -0.7 | 0.5 | -1.7 | -2.8 | -1.0 | -3.3
TDP2 absorb | 5 | 0 | 2 | -6 | -8 | -6
UHRF1 binding | 0 | -3 | 4 | 0 | -3 | -2
PRMT1 inh | 1 | 3 | -2 | -3 | -2 | -7
mABHD4 FP | 0 | 9 | -3 | -16 | -13 | 4
HTRA1 inh | 2 | -2 | -2 | -26 | -6 | -1
LEDGF integ inh | 1 | -4 | 1 | -4 | -3 | 0
SIAE inh | -5 | -2 | 6 | 1 | -6 | 4
TCR-CD3 inh | -1 | -8 | 2 | -3 | -1 | 4
DDE Tn7 FP inh | 4 | 4 | -4 | -5 | 1 | -5

7	CC(C)NC(=O)N1Cc2cc(C(=O)NC3CCCC3)nc(-c3cccc(-c4cccnc4)c3)c2[C@@H]1CCO
8	CN1CCN(CCCCOc2ccccc2C=O)CC1
9	Cc1cccc(C(=O)Nc2nnc(SCC(=O)NCc3ccco3)s2)c1
10	COc1cc(NC(=O)CN2C(=O)CSc3ccc(S(=O)(=O)N4CCCC4)cc32)cc(OC)c1
11	Cc1ccccc1Cn1cc(S(=O)(=O)CC(=O)N2CCCCC2)c2ccccc21
12	C=CCNc1nc(NCC)nc(N2CCOCC2)n1
Compound | 7 | 8 | 9 | 10 | 11 | 12
PG9 Ab binder | -3.6 | -3.8 | -1.0 | -0.2 | -1.8 | -0.8
TDP2 absorb | -7 | 7 | 10 | 3 | -11 | -3
UHRF1 binding | 0 | 2 | -3 | -2 | 2 | 5
PRMT1 inh | 8 | 1 | 4 | 0 | 3 | 1
mABHD4 FP | -4 | 15 | -1 | -6 | 4 | -2
HTRA1 inh | . | -6 | -2 | -1 | -9 | -4
LEDGF integ inh | -5 | 4 | 3 | 0 | 4 | 1
SIAE inh | 4 | 7 | 0 | 0 | 4 | 4
TCR-CD3 inh | -7 | -2 | 2 | -10 | 5 | -2
DDE Tn7 FP inh | -4 | 4 | 0 | 4 | -4 | 0

13	COc1ccc(C(=O)/C=C/c2ccc(O)cc2)c(O)c1C/C=C(\C)CCC=C(C)C
14	C=CCCC(=O)N1C[C@H]2CON(C)[C@H]2C[C@H]1c1ccc(Br)cc1
15	CN(C)CCCN(C(=O)COc1ccccc1)c1nc2c(F)cccc2s1
16	COc1ccc2ccccc2c1/C=N/NC(=O)c1sc(N)c(C#N)c1C
17	CCN(CC(=O)Nc1ccc2c(c1)OCCO2)S(=O)(=O)c1cccs1
18	O=C(Cc1ccc(F)cc1)Nc1cccc2cccnc12
Compound | 13 | 14 | 15 | 16 | 17 | 18
PG9 Ab binder | -0.1 | 0.2 | -2.6 | -1.5 | -3.6 | -1.2
TDP2 absorb | 3 | -4 | 8 | 5 | -6 | -8
UHRF1 binding | -2 | 5 | -3 | -4 | -3 | 4
PRMT1 inh | 5 | 2 | 10 | 2 | -2 | -2
mABHD4 FP | -21 | -3 | 0 | 1 | -3 | -1
HTRA1 inh | -39 | 3 | -2 | -27 | 1 | -7
LEDGF integ inh | 3 | 1 | 0 | 0 | -3 | -2
SIAE inh | -8 | -8 | -6 | -3 | 3 | 8
TCR-CD3 inh | 2 | 1 | 5 | -2 | -2 | -2
DDE Tn7 FP inh | 3 | 0 | 2 | -1 | -5 | 2

19	O=C(NCc1ccccc1)c1csc2c1CCCCC2
20	CCC(C)(C)n1nnnc1C(c1ccc(OC)cc1)N1CCN(C(=O)c2ccco2)CC1 (centres undefined)
21	O=C(Nc1ccc(N2CCN(Cc3ccccc3)CC2)cc1)c1ncn[nH]1
22	CC(C)CNC(=O)CN1C(=O)NC2(CCc3ccccc32)C1=O (centres undefined)
23	CCOc1ccc(N(C)S(=O)(=O)c2ccc3[nH]cc(C(=O)NCC(OC)OC)c(=O)c3c2)cc1
24	CCNC(=O)N1CCNC(=O)C1CC(=O)OC (centres undefined)
Compound | 19 | 20 | 21 | 22 | 23 | 24
PG9 Ab binder | -0.2 | -2.5 | -1.3 | 0.1 | 2.0 | -2.1
TDP2 absorb | -3 | 2 | -5 | -6 | 11 | -6
UHRF1 binding | 2 | -2 | -2 | 1 | 0 | 0
PRMT1 inh | 1 | -2 | -2 | -2 | 0 | -2
mABHD4 FP | -14 | 2 | 4 | 8 | -8 | 2
HTRA1 inh | -10 | -4 | 8 | 3 | -16 | -2
LEDGF integ inh | -1 | 0 | -3 | -2 | -2 | -1
SIAE inh | -2 | -1 | -4 | 3 | -6 | 3
TCR-CD3 inh | 3 | 9 | 4 | 2 | 1 | 6
DDE Tn7 FP inh | 5 | 5 | 10 | 2 | -4 | 1

25	CCOC(=O)C(C)On1c(SC(C)C(=O)OCC)nc2ccccc2c1=O (centres undefined)
26	CN(C)C(=O)c1c2c(nc3ccccc13)-c1ccccc1CC2
27	CC(=O)CCC(=O)NC1CCCc2c1cnn2-c1ccc(C(C)(C)C)cc1 (centres undefined)
28	COC(=O)c1cc(S(=O)(=O)N2c3ccccc3CC2C)c[nH]1 (centres undefined)
29	Fc1ccc(NC(=S)Nc2nccs2)cc1
30	Cc1nnc(SCC(=O)NN2C(=O)NC3(CCCCC3)C2=O)s1
Compound | 25 | 26 | 27 | 28 | 29 | 30
PG9 Ab binder | 2.5 | 0.5 | 0.0 | -1.7 | -0.8 | -1.9
TDP2 absorb | 5 | 2 | 4 | 8 | -4 | 0
UHRF1 binding | 0 | -3 | 34* | -1 | 2 | 0
PRMT1 inh | 0 | 1 | 0 | -4 | 14 | 0
mABHD4 FP | 1 | 4 | 4 | -3 | 2 | 4
HTRA1 inh | 0 | 8 | 0 | 3 | -4 | 4
LEDGF integ inh | -1 | -2 | -4 | 3 | 6 | -2
SIAE inh | 2 | 4 | -8 | 4 | -3 | 2
TCR-CD3 inh | 8 | 3 | -4 | 4 | -8 | -2
DDE Tn7 FP inh | -1 | -2 | -5 | 2 | -2 | -4

31	Cc1nn(S(=O)(=O)c2ccccc2)c(C)c1S(=O)(=O)N1CCOCC1
32	Cc1onc(-c2ccccc2)c1NC(=O)N(CCC(=O)O)Cc1ccccc1
33	Cc1ccc(N(CC(=O)NCc2ccc(F)cc2)S(=O)(=O)c2c(C)n[nH]c2C)cc1
34	COc1cccc(OC)c1C(=O)Nc1cccc(NC(=O)c2cccs2)c1
35	Brc1cc(Br)c2nc3c(cc2c1)CCC3
36	CCCCNC(=O)C1(C(=O)c2ccc(OC)cc2)CC(c2ccccn2)=NO1 (centres undefined)
Compound | 31 | 32 | 33 | 34 | 35 | 36
PG9 Ab binder | -0.8 | -1.5 | -1.6 | -0.6 | 52* | .
TDP2 absorb | 13 | 5 | 10 | 2 | -12 | 4
UHRF1 binding | -2 | 1 | 14 | -2 | 0 | 1
PRMT1 inh | 2 | 4 | 0 | -3 | 4 | 4
mABHD4 FP | 3 | 11 | -2 | -4 | -2 | -2
HTRA1 inh | 5 | . | -6 | -11 | -12 | .
LEDGF integ inh | 0 | -4 | 3 | 0 | -2 | 0
SIAE inh | -1 | 2 | -5 | -8 | -5 | 5
TCR-CD3 inh | 5 | -1 | 6 | -1 | -3 | .
DDE Tn7 FP inh | 3 | 5 | -6 | -11 | 1 | -1

37	CC1(C)C(=O)NCCN1C(=O)CCCC(=O)O
38	CCOC(=O)CSc1nnc(SCCN2C(=O)c3ccccc3C2=O)s1
39	CC(C)CCn1c(=O)c2ccccc2n2c(CN3C(=O)NC4(CCC(C)CC4)C3=O)nnc12 (centres undefined)
40	C=CCNC(=O)/C(=C/c1ccccc1OCC)NC(=O)c1ccccc1
41	CC1(C)CC(=O)C2=C(C1)N=C1c3ccccc3C(=O)C1C2c1ccc(Cl)cc1 (centres undefined)
42	CCOC(=O)c1ccc(Oc2cn[nH]c2-c2ccc(O)cc2O)cc1
Compound | 37 | 38 | 39 | 40 | 41 | 42
PG9 Ab binder | 1.3 | -3.0 | -2.8 | -1.4 | 0.2 | 0.2
TDP2 absorb | -2 | 5 | -18 | -3 | -3 | -10
UHRF1 binding | -2 | -2 | 7 | 3 | 2 | -1
PRMT1 inh | -1 | 0 | -1 | 2 | 5 | 5
mABHD4 FP | -5 | -5 | -7 | -3 | 6 | -3
HTRA1 inh | 1 | -5 | 1 | 2 | 52* | 5
LEDGF integ inh | -2 | -4 | 7 | -6 | 2 | 3
SIAE inh | 3 | 3 | -9 | 0 | 13 | 8
TCR-CD3 inh | 1 | 3 | -3 | -5 | -1 | -3
DDE Tn7 FP inh | -1 | -3 | 3 | 1 | -1 | -3

43	CC(C)C(=O)N1CCN(c2ccccc2NC(=S)NC(=O)c2cccs2)CC1
44	CCCCc1ccc(NC(=O)c2c(C)noc2C)cc1
45	C[C@H](CO)N1C[C@H](C)[C@@H](CN(C)C(=O)NC2CCCCC2)Oc2ccc(NC(=O)Nc3ccc(C(F)(F)F)cc3)cc2C1=O
46	CCCCOc1cccc(C2C(C(=O)c3ccc(C)o3)=C(O)C(=O)N2c2nnc(C)s2)c1 (centres undefined)
Compound | 43 | 44 | 45 | 46
PG9 Ab binder | 1.8 | 0.4 | -0.9 | -0.3
TDP2 absorb | 1 | -3 | 4 | 3
UHRF1 binding | -2 | 1 | 1 | -2
PRMT1 inh | -1 | 1 | 0 | 23*
mABHD4 FP | -11 | -15 | -67 | -8
HTRA1 inh | -31 | -12 | -57 | -11
LEDGF integ inh | 3 | -4 | -3 | -2
SIAE inh | -6 | -3 | -85 | -7
TCR-CD3 inh | -1 | 0 | 10 | 2
DDE Tn7 FP inh | 6 | 0 | -3 | 2

Compound activity deposited in PubChem BioAssay by The Scripps Research Institute Molecular Screening Center.
